GPR151 ag: activates the human receptor GPR151; AID 1508602; PathHunter beta-arrestin GPR151 cells, luminescence; 650,000 compounds, 1% hits; Q8TDV0; activation, % at 11.2 µM; in the data active = activation above about 4.9%;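 note: 0% = median of compound wells and 100% = cells with positive control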
Target sequence (Q8TDV0 whole entry, looked up): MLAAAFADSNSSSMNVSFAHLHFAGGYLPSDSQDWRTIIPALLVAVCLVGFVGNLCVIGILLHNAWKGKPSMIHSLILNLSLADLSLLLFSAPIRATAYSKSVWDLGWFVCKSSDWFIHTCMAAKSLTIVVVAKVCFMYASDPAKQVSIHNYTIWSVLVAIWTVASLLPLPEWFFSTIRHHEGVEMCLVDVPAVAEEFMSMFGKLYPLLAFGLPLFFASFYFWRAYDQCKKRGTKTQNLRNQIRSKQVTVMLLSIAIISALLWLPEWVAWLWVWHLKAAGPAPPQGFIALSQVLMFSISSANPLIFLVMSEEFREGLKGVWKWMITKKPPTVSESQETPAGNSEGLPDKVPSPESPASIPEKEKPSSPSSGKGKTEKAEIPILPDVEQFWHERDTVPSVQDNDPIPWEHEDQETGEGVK
FBW7 activator: activators of human E3 ligase FBW7; Q969H0; AlphaScreen FBW7–phospho-cyclin E peptide binding, activator screen; normalized activity (activation), % at 26.1 µM; 650,000 compounds, 0.13% hits; AID 1259310; in the data active = normalized activity above about 1.9%;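 note: purified mutant Fbw7 with reduced substrate affinity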
Target sequence (Q969H0 whole entry, looked up): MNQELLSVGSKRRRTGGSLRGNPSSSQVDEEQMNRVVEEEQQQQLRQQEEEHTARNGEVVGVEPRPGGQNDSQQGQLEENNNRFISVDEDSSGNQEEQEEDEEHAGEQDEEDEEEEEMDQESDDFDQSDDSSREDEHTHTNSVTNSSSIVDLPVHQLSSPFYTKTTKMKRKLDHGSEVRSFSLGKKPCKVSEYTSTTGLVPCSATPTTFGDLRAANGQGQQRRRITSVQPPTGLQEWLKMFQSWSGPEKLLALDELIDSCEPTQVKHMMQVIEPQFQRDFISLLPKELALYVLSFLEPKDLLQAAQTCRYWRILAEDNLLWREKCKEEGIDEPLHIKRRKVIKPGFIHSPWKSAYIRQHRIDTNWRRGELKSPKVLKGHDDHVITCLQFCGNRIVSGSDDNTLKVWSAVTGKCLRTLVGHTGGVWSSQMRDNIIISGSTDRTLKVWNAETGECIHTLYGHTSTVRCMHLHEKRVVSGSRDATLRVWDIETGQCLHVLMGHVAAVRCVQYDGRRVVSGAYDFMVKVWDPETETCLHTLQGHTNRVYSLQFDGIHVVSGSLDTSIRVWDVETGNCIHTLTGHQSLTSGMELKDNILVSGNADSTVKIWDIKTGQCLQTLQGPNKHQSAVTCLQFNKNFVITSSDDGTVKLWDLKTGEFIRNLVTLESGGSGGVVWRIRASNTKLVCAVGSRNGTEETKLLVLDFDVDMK
TEAD-YAP inh: TEAD-YAP interaction inhibition. HEK-TIYL cells, TEAD-Gal4/YAP UAS-luciferase luminescence. inhibition, % at 9.12 µM. 640,000 compounds, 1.4% hits. AID 1259422; in the data active = inhibition above about 32%;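 note: 0% = median of test compound wells and 100% = reference inhibitor wells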
MITF inh: human MITF inhibition, primary screen; 650,000 compounds, 0.91% hits; AlphaScreen MITF homodimerization, bead proximity signal; inhibition, % at 2.6 µM; in the data active = inhibition above about 50%;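 note: 0% = vehicle wells with protein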
Starred values were filed as active, the others as inactive.

Each structure is followed by: GPR151 ag, FBW7 activator, TEAD-YAP inh, MITF inh
> O=C(O)c1ccc(NC(=S)Nc2ccccc2)cc1
    -1.8, 0.1, 0, 41
> COc1ccccc1CNC(=O)CNC(=O)Cn1cnc2sc3c(c2c1=O)CCCC3
    1.2, 0.0, -3, 16
> CCSc1nc(-c2ccc([N+](=O)[O-])cc2)nc2c1c(=O)n(C)c(=O)n2C
    1.9, -0.1, 1, 6
> C=CCNC(=O)/C(C#N)=C/c1ccc(OC)cc1
    2.0, -0.1, 2, 0
> CC(C)Oc1ccc(CN2CCc3nnc(CNC(=O)COc4ccccc4)n3CC2)cc1
    -0.2, 0.0, -5, -15
> COC(=O)c1ccc(C)c(NC(=O)C(C)N(c2ccc(C)cc2)S(C)(=O)=O)c1 (configuration not stated)
    -1.6, 0.8, 9, 2
> COc1ccc(-c2c(C#N)c(=O)n3c(sc4ccccc43)c2C#N)cc1
    -0.6, 0.0, -3, 8
> CCCOc1ccc(N2C(=O)CC(SCC(N)C(=O)OCC)C2=O)cc1 (configuration not stated)
    -1.2, 0.0, -3, -11
> CCOC(=O)C1=CN(c2ccc(C)c(C)c2)C=C(C(=O)OCC)C1c1ccccc1F
    2.3, 0.3, 2, 13
> O=C(COc1cccc(Cl)c1)N/N=C\c1c(O)ccc2ccccc12
    -0.2, 0.0, 2, -21
> COc1ccc(-c2c(C)oc3cc(O)ccc3c2=O)cc1OC
    -0.9, -0.1, 7, 10
> CC1CCCN(S(=O)(=O)c2cc(C(=O)Nc3ccc(Cl)c(Cl)c3)ccc2F)C1 (configuration not stated)
    -0.6, 0.0, 8, -5
> CCCOC(=O)c1ccc(NC(=O)c2ccc(-c3cccc([N+](=O)[O-])c3)o2)cc1
    -0.9, 0.6, 6, 14
> COCCN(CCOC)C(=O)CN1C(=O)NC2(CCCc3sccc32)C1=O (configuration not stated)
    -0.5, 0.6, 6, 9
> CCCCc1ccc(-n2nc3ccc(NC(=O)COc4ccc(Cl)cc4)cc3n2)cc1
    -0.2, 0.3, 7, 20
> CC(=O)NC(CCS(C)(=O)=O)C(=O)Nc1cc(F)ccc1C (configuration not stated)
    -0.8, 0.1, -4, 6
> COCCNC(=O)CN1CCOc2ccccc21
    0.7, 0.1, 4, -9
> CCOC(=O)c1ccc(COC(=O)CNC(C)=O)c(Br)c1
    -1.5, -0.3, -9, 0
> COCCNCCCCOc1ccc(C)cc1Br
    0.0, 0.0, -11, 17
> Cc1cccc(OCC(=O)Nc2ccc(C(=O)Nc3ccccc3C(=O)O)cc2)c1C
    -1.0, 0.6, 3, 22
> O=C(NCC(c1ccco1)N1CCN(c2ccccc2F)CC1)c1cccs1 (configuration not stated)
    0.5, 0.9, 4, 11
> Cc1c(C(=O)NCCc2ccc(S(N)(=O)=O)cc2)sc2nc3n(c(=O)c12)CCCC3
    -0.7, 0.4, -9, 41
> CCOC(=O)/C=C(\C)Nc1nc(S(=O)(=O)c2ccc(C)cc2)c(Cl)s1
    -1.5, -0.1, 3, -13
> O=C(Nc1ccc2ccccc2c1)C(=O)c1c(O)[nH]c2ccccc12
    -1.1, 0.0, -2, 3
> CC1=C(C(=O)N2CCOCC2)C(c2ccc(O)cc2)NC(=S)N1 (configuration not stated)
    8.8*, 0.6, 7, 5
> COc1cccc(-c2nc3n(n2)C(c2ccc(OC)c(OC)c2)C(C(N)=O)=C(C)N3)c1 (configuration not stated)
    0.3, 0.2, 10, -8
> CCOC(=O)c1cc2c(=O)n3ccccc3nc2n(CCc2ccccc2)c1=NC(C)=O
    -2.6, 0.1, 6, 4
> Cc1cc(NC(=O)C2CC(c3c(F)cccc3Cl)=NO2)n(-c2ccccc2)n1 (configuration not stated)
    2.4, 0.0, 4, -2
> CCSC1=NCN(CCCC(=O)O)CN1
    3.0, -0.3, 19, 1
> CCc1ccccc1NC(=O)c1c(NC(=O)C(C)(C)C)sc2c1CCC2
    -2.1, 0.1, 6, 3
> Cc1csc(=Nc2cc(S(=O)(=O)N3CCOCC3)ccc2Cl)n1C1CC1
    0.7, 0.2, 10, 20
> Cc1ccc(OCC(=O)Nc2ccccc2N2CCN(S(C)(=O)=O)CC2)c(C)c1
    -0.6, -0.2, -26, 1
> O=C(N/N=C/c1ccc([N+](=O)[O-])cc1Cl)c1ccccc1Cl
    -0.2, -0.2, 6, 2
> CCC(=O)N(Cc1cc2ccccc2[nH]c1=O)c1ccccc1OC
    0.0, -0.1, -5, 13
> CC(=O)c1sc(NC(=O)c2cc(Cl)ccc2Cl)nc1C
    0.0, -0.1, -47, -8
> O=C(NCCc1c[nH]c2ccccc12)c1ccccc1F
    0.5, -0.1, -42, -5
> CC[C@H](C)[C@@H]1NC(=O)[C@H]2CN(Cc3nc(-c4ccc(F)cc4)cs3)CCN2C1=O
    -0.5, 0.1, 8, -4
> Cc1cccc2c3c([nH]c12)CCN(Cc1ccccc1)C3
    -0.6, 0.0, -8, -5
> O=C(O)CCc1nn2cnc3sc4c(c3c2nc1=O)CCCC4
    -0.9, 0.1, 6, 9
> Cc1ccc(-c2cc(-c3ccco3)[nH]n2)c(O)c1
    -1.3, -0.3, -74, 3
> COc1ccc(N2CCN(c3cc(=O)n(-c4ccc(Br)cc4)c(=O)[nH]3)CC2)cc1
    -1.0, 0.0, 1, -9
> COc1ccc(C(=O)NCCc2nnc3ccc(SCc4ccc(F)cc4)nn23)cc1
    -0.6, -0.1, 7, 4
> O=[N+]([O-])c1ccc(CN2CCN(Cc3ccc4c(c3)OCO4)CC2)s1
    0.8, 0.0, 4, 56*
> COc1ccc(Nc2cc(C)nc(-n3nc(C)cc3C)n2)cc1OC
    -1.1, 0.3, 69*, 4
> COc1ccc2c(c1)C(=O)NC2CC(=O)Nc1ccc(CCC2CCN(C)CC2C)cc1 (configuration not stated)
    -0.2, 0.2, 12, 7
> O=C(Nc1cccc(Cl)c1)c1cccs1
    -1.3, -0.2, -25, -10
> CCCCn1c(CNC(=O)c2ccc([N+](=O)[O-])cc2)nnc1SCC(=O)Nc1sc2c(c1C(=O)OCC)CCCCC2
    0.4, 0.3, -17, 12
> Cc1ccc(NC(=O)Cn2cc(F)c(=O)n(CC(=O)Nc3ccc(C)cc3)c2=O)cc1
    1.3, 0.1, -5, 8
> O=C(CN1CCC(C(=O)NCc2ccc(OCc3ccccc3)cc2)CC1)Nc1ccc(F)cc1
    -0.7, 0.2, 10, 7
> Oc1c(C(c2ccc(F)cc2)N2CCOCC2)ccc2cccnc12 (configuration not stated)
    0.6, -2.0, 76*, 27
> CCOCCOC(=O)C1=C(C)NC2=C(C(=O)CC(c3ccc(OC)cc3)C2)C1c1ccc([N+](=O)[O-])cc1 (configuration not stated)
    0.5, -0.2, -4, -12
> CCOC(Cn1c(SCC(=O)Nc2ccccc2Cl)nc2ccccc2c1=O)OCC
    -0.3, -0.2, -1, 3
> O=C(NCc1cccnc1)c1ccc(Cl)c([N+](=O)[O-])c1
    0.3, 0.0, -4, -2
> CCc1ccc(C2CC(c3cccc(OC)c3)Nc3nc(N)nn32)cc1 (configuration not stated)
    0.0, -0.1, -2, -11
> O=C(CSc1ccccc1)N1CCCC(CNS(=O)(=O)Cc2ccccc2)C1 (configuration not stated)
    0.0, 0.0, -3, 2
> O=C(c1cc2sc3ccccc3c2s1)N1CCOCC1
    0.2, 0.0, -57, 5
> CN1CCN(C(CNC(=O)c2cc([N+](=O)[O-])ccc2Cl)c2ccc(N(C)C)cc2)CC1 (configuration not stated)
    1.4, -0.1, -14, -1
> N/C(=N\OC(=O)NC1CCCCC1)c1ccc(Cn2cc(C(F)(F)F)ccc2=O)cc1
    1.5, 0.0, 10, 7
> O=C(O)CCCCNS(=O)(=O)c1c(Cl)cccc1Cl
    1.5, 0.7, -9, 12
> COc1cccc(N(CC(=O)NC2CCCC2)C(=O)CCC(=O)Nc2nccs2)c1
    3.9, -0.1, -5, 13

Molecules above containing a COOH group (five):
Each structure is followed by: GPR151 ag, FBW7 activator, TEAD-YAP inh, MITF inh
> O=C(O)c1ccc(NC(=S)Nc2ccccc2)cc1
    -1.8, 0.1, 0, 41
> Cc1cccc(OCC(=O)Nc2ccc(C(=O)Nc3ccccc3C(=O)O)cc2)c1C
    -1.0, 0.6, 3, 22
> CCSC1=NCN(CCCC(=O)O)CN1
    3.0, -0.3, 19, 1
> O=C(O)CCc1nn2cnc3sc4c(c3c2nc1=O)CCCC4
    -0.9, 0.1, 6, 9
> O=C(O)CCCCNS(=O)(=O)c1c(Cl)cccc1Cl
    1.5, 0.7, -9, 12

Continuation:
Each structure is followed by: GPR151 ag, FBW7 activator, TEAD-YAP inh, MITF inh
> CCn1c(SCC(=O)NC2CCCCC2)nnc1-c1ccc(N)cc1
    0.2, 0.5, -1, -16
> O=C(Nc1ccccc1[N+](=O)[O-])c1ccc([N+](=O)[O-])o1
    -0.1, 0.1, -7, 10
> COC(=O)c1sc2ccccc2c1NC(=O)c1ccc(S(=O)(=O)N2CC3(C)CC2CC(C)(C)C3)cc1 (configuration not stated)
    -1.2, 0.1, -6, -10
> COc1ccc(CNC(=O)CCSc2ccccc2)cc1
    0.4, 0.1, -2, 5
> CS(=O)(=O)N(CC(=O)Nc1ccc(Cl)cc1)c1ccc(F)c(Cl)c1
    -0.7, -0.4, -2, -2
> CCC(C)c1ccccc1OCCOCCNCCCOC (configuration not stated)
    -0.2, -0.1, 1, 33
> CCc1cccc(CC)c1NC(=O)CSc1nc2ccc(NC(=O)c3ccccc3C)cc2s1
    -0.6, 0.1, -5, -7
> COc1ccccc1C(=O)NNS(=O)(=O)c1ccc(F)cc1
    2.3, 0.2, 0, 1
> Cc1csc(Nc2ccccc2C(F)(F)F)n1
    -0.2, 0.3, -1, 10
> CC(C)(C)NC(=O)NC(=O)CSc1ncccn1
    -1.6, 0.5, 5, 12
> c1cc(-c2n[nH]c(-c3ccncc3)n2)ccn1
    0.1, 0.0, 7, -3
> COCCNC(=O)/C(C#N)=C/c1ccc(C)o1
    1.7, -0.2, -2, 16
> CC1=C(C(=O)Nc2ccccc2C)C(c2cccs2)C(C#N)=C(SCC(=O)Nc2cccc(Cl)c2C)N1 (configuration not stated)
    -1.0, 0.0, 19, 0
> COC(=O)c1ccc2c(=O)n(Nc3nc(C)cc(C)n3)c(SCc3ccc(C(C)(C)C)cc3)nc2c1
    -1.7, -0.2, -7, -10
> CC(C)C(=O)N(Cc1ccc(Cl)cc1)C1CCS(=O)(=O)C1 (configuration not stated)
    -0.1, -0.1, 4, -2
> CCOC(=O)C1=C(C)N=c2s/c(=C\c3ccc(OC(C)=O)c(OC)c3)c(=O)n2C1c1ccc(OCC)c(OCC)c1 (configuration not stated)
    1.5, 0.1, -30, -5
> CN1CCN(c2ccc(-c3nc(C(=O)NC4CCN(Cc5ccccc5)CC4)cs3)cc2)CC1
    0.1, 0.0, 16, 2
> COc1ccccc1/C=C/C=C1\N=C(c2ccccc2F)OC1=O
    0.0, -0.1, 1, -2
> CCOC(=O)c1ccccc1NC(=O)c1oc(=O)c2ccccc2c1-c1ccccc1
    0.6, -0.1, -1, 9
> Cn1nnc2c(N3CCN(CC(=O)NCc4ccco4)CC3)ncnc21
    0.7, -0.2, -5, -12
> CCOC(=O)CN(Cc1ccc(F)cc1)S(=O)(=O)c1ccc(Cl)cc1
    -0.2, 0.0, 16, 8
> COc1cc(/C=N/Nc2nncn2N)ccc1OC(C)=O
    -0.3, -1.6, 0, 11
> COc1ccc(CNC(=O)C/C(C)=N/NC(=O)c2ccccn2)cc1
    -3.3, -0.2, -20, 17
> Cc1[nH]nc(-c2ccc(O)cc2O)c1Oc1ccccc1F
    -0.2, -0.3, -10, -2
> CCOC(=O)Cc1c(Sc2ccccc2)c2ccccc2n1C
    0.3, 0.3, 2, 6
> CCN(CC)c1nc(NCc2ccccc2)nc(Nc2cc(OC)c(OC)c(OC)c2)n1
    -1.2, 0.1, -8, 15
> COc1ccccc1C(=O)NCCN1Cc2ccccc2C1=O
    0.5, 0.0, -6, 8
> O=C(CN1CCCCC1)Nc1cc(C(F)(F)F)ccc1Cl
    7.0*, -0.1, 4, 1
> CCCOc1ccc(C(=O)CCNC(CO)C(=O)O)cc1 (configuration not stated)
    -1.8, 0.2, -4, 14
> COc1cccc(Cn2c(C)c(C)c(S(C)(=O)=O)c2N)c1
    0.5, -0.1, 11, -3
> COc1cc(Nc2cc(Nc3ncccn3)nc(N)n2)cc(OC)c1OC
    -1.7, 0.1, 17, -10
> O=C(Nc1ccc(Cl)cc1)c1ccc2c(c1)C(=O)N(c1cccc([N+](=O)[O-])c1)C2=O
    0.2, -0.1, 5, 9
> Cc1cccc(Nc2cc(NCc3ccccc3)c3noc4c3c2C(=O)c2ccccc2-4)c1
    -1.4, -0.3, 16, 32
> O=C(Cc1ccc(NC(=O)C2(c3cccs3)CCCC2)cc1)NCc1cccs1
    -0.3, 0.7, 17, 12
> O=C(CSc1nnc(-c2ccccc2O)n1-c1ccccc1)Nc1nccs1
    -0.8, -0.3, 54*, 2
> CCCCOc1ccc(C(=O)N/C(=C/c2ccccc2)C(=O)NCCC(=O)O)cc1
    0.8, 0.7, 14, 17
> COc1ccc(CN2CCNC(=O)C2CC(=O)N(C)Cc2ccncc2C)c(OC)c1 (configuration not stated)
    0.0, -0.1, 3, 11
> COC(=O)C1=C(C(=O)OC)SC(=C2C(=S)C(C)(C)N(C(=O)c3ccccc3-c3ccccc3)c3ccc(C)cc32)S1
    -1.7, -0.3, -8, 18
> Cc1noc(C)c1C(=O)OCc1csc(-c2ccccc2)n1
    -0.7, 0.2, -47, 4

Shown in CSV form: entries from further up.
mol,GPR151 ag,FBW7 activator,TEAD-YAP inh,MITF inh
COc1cc(Nc2cc(Nc3ncccn3)nc(N)n2)cc(OC)c1OC,-1.7,0.1,17,-10
O=C(Nc1ccc(Cl)cc1)c1ccc2c(c1)C(=O)N(c1cccc([N+](=O)[O-])c1)C2=O,0.2,-0.1,5,9

High-throughput results: PubChem BioAssay, The Scripps Research Institute Molecular Screening Center
